# Source: PubChem (The Scripps Research Institute Molecular Screening Center)
# PAFAH2 FP inh – PAFAH2 enzyme inhibitors, primary screen, biochemical, fluorescence polarization, human; Platelet-activating factor acetylhydrolase 2, cytoplasmic (Homo sapiens), Q99487; recombinant PAFAH2, FP-rhodamine activity probe; inhibition, % at 3.39 µM; 340,000 tested, 0.99% active; AID 492956, 2010;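 active means inhibition above the mean over all tested compounds plus 3 SD, cut at about 30% in these data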;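 further: inhibitors block probe labeling of enzyme so polarization drops; 0% = enzyme with DMSO and 100% = wells lacking PAFAH2 protein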
# PP1 inh – PP1-alpha phosphatase inhibitors, primary screen, counter-screen for PP5 inhibitor project, biochemical, fluorescence, OMFP substrate, single point; AID 2235, 2010; inhibition, % at 6.7 µM; 320,000 tested, 0.9% active; purified PP1alpha;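 active means inhibition above the mean inhibition of all tested compounds plus 3 SD, computed separately for each screening campaign, cut at about 15% in these data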
# core dimer inh – inhibitors of HCV core protein dimerization, primary screen, biochemical, TR-FRET, high-throughput; AID 1899, 2009; 300,000 tested, 0.33% active; TR-FRET GST/Flag-core106 dimerization, 1536-well; inhibition, % at 5 µM;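 active means inhibition above the mean of all tested compounds plus 3 SD, set per screening campaign, cut at about 45% in these data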
#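 Assay system: GST-tagged and Flag-tagged HCV core protein residues 1-106 / Times: compound-protein-antibody incubation 4 h at 22.5 °C / Signal: time-resolved FRET, ex 340 nm, em 617 and 671 nm / Evaluation: % inhibition based on acceptor/donor emission ratio / Benchmarks: wells lacking GST-core106 and wells with excess unlabelled core106 / Repeats: singlicate, one well per compound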
# AHR activator – AHR activators, primary screen, cell-based, luminescence, luciferase reporter, human; Aryl hydrocarbon receptor (Homo sapiens), P35869; AHR-responsive luciferase reporter cells; activation, % at 5 µM; 320,000 tested, 2.5% active; AID 2796, 2010; in the data active means activation above about 47%;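 further: 0% = vehicle wells and 100% = reference agonist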
# TPT1 inhibitor – Candida albicans TPT1 enzyme inhibitors, primary screen, biochemical, fluorescence polarization. inhibition, % at 5 µM. recombinant caTPT1, FP RNA substrate dephosphorylation. tRNA 2'-phosphotransferase TPT1 (Candida albicans SC5314). 300,000 tested, 0.81% active;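 active means inhibition above the mean of all tested compounds plus 3 SD, set per screening campaign, cut at about 24% in these data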;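 further: plate controls were DMSO alone for no effect and ferristatin control at 100 nM for full effect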
# procasp3 activ – activators of human procaspase-3 D3A mutant, primary screen, biochemical, absorbance, PC-3 D3A mutant, single concentration. 330,000 tested, 0.11% active. recombinant procaspase-3 D3A, Ac-DEVD-pNA absorbance 405 nm. AID 463141, 2010. Caspase-3 (Homo sapiens), P42574. activation, % at 8.5 µM;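 active means activation above the mean of all tested compounds plus 3 SD, cut at about 21% in these data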;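 further: 0% = DMSO alone and 100% = DMSO wells spiked with extra 5 µM PC-3 D3A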
# Target sequence (P42574 whole entry D9A/D28A/D175A): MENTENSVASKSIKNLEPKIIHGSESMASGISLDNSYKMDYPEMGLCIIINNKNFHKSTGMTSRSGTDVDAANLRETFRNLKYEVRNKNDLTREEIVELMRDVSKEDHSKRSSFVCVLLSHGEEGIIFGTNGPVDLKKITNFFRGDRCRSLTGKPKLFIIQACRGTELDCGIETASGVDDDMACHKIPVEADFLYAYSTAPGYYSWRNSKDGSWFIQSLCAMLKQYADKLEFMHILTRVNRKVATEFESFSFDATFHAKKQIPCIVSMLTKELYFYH
#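 Technique: 405 nm absorbance of p-nitroaniline, reads at 0 and 120 min; Test system: Procaspase-3 D3A mutant; Incubation: 1 h enzyme-compound preincubation, then 2 h substrate reaction, 25 °C; Repeats: singlicate, each compound tested once; Benchmarks: low control DMSO wells, high control DMSO plus 5 µM PC-3 D3A.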
# CTSL1 counter – Fasciola hepatica cathepsin L1 inhibitors, primary screen, counter-screen for PFM18AAP inhibitor project, biochemical, QFRET, fluorogenic peptide substrate | AID 1906, 2009 | recombinant F. hepatica cathepsin L1, Z-Leu-Arg-MCA fluorescence | inhibition, % at 5.96 µM | 300,000 tested, 0.49% active;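 active means inhibition above the mean of all tested compounds plus 3 SD, set per screening campaign, cut at about 17% in these data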;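 further: 0% = plate median of test compound wells and 100% = 1 µM Z-Phe-Ala-diazomethylketone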
# proCasp7 act – procaspase-7 activators, primary screen, counter-screen for procaspase-3 activator project, biochemical, absorbance, HTS, human. recombinant procaspase-7, Ac-DEVD-pNA absorbance 405 nm; D23A/D198A/D206A triple mutant, cannot self-cleave; scale: DMSO 0, 5 µM enzyme 100. Caspase-7 (Homo sapiens), P55210. 330,000 tested, 0.093% active. activation, % at 8.5 µM. AID 463210, 2010;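 active means percent activation above the screen-wide mean plus 3 SD, cut at about 25% in these data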
#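 Assay system: Uncleavable procaspase-7 mutant enzyme / Input: 2 µM procaspase-7 mutant as dispensed / Dosing: single nominal 8.5 µM compound dose, 0.8% DMSO final / Timing: 1 h enzyme–compound preincubation and 2 h substrate reaction, both 25 °C / Detection: p-Nitroaniline absorbance at 405 nm, read at 0 and 120 min / Replication: singlicate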
# PP5 primary – PP5 phosphatase inhibitors, primary screen, biochemical, fluorescence; Serine/threonine-protein phosphatase 5 (Homo sapiens), P53041; purified PP5c, OMFP substrate fluorescence; inhibition, % at 6.7 µM; 320,000 tested, 0.18% active; AID 1987, 2009;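 active means inhibition above the campaign's mean inhibition across all tested compounds plus 3 SD, cut at about 9.5% in these data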;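 further: 0% = DMSO only and 100% = 100 µM cantharidin control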
# Target sequence (P53041 whole entry, looked up): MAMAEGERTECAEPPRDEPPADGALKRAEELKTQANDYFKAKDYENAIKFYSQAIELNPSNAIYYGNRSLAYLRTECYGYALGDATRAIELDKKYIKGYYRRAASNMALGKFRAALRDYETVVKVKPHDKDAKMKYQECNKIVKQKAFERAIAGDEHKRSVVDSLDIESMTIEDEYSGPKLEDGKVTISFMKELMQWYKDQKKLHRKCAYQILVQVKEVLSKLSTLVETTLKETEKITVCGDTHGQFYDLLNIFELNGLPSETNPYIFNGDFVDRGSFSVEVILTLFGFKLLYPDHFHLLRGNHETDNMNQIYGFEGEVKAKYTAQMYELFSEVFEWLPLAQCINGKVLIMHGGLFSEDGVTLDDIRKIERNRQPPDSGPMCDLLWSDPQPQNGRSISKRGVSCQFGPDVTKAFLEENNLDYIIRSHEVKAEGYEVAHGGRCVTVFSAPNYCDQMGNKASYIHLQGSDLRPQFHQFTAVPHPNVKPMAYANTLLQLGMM
# An asterisk follows results filed as active; nt = no result given.
# Start of the data: the first 2 entries (preview)
SMILES,PAFAH2 FP inh,PP1 inh,core dimer inh,AHR activator,TPT1 inhibitor,procasp3 activ,CTSL1 counter,proCasp7 act,PP5 primary
CC1(C2CC(C(F)(F)F)n3nc(C(=O)O)cc3N2)CC1 (stereo not given),1.6,-2.8,0.2,-1.6,-0.7,-4.3,-0.6,7.0,2.6
Nn1c(SCC(=O)NC2CCS(=O)(=O)C2)nnc1-c1ccco1 (stereo not given),0.2,nt,nt,-0.8,nt,5.1,nt,-0.7,nt

# The whole of this part, repeating the preview:
SMILES,PAFAH2 FP inh,PP1 inh,core dimer inh,AHR activator,TPT1 inhibitor,procasp3 activ,CTSL1 counter,proCasp7 act,PP5 primary
CC1(C2CC(C(F)(F)F)n3nc(C(=O)O)cc3N2)CC1 (stereo not given),1.6,-2.8,0.2,-1.6,-0.7,-4.3,-0.6,7.0,2.6
Nn1c(SCC(=O)NC2CCS(=O)(=O)C2)nnc1-c1ccco1 (stereo not given),0.2,nt,nt,-0.8,nt,5.1,nt,-0.7,nt
Cc1cccc(C(=O)OCC(=O)NCCCc2ccccc2)c1O,-6.5,-0.7,-4.6,1.7,-2.0,7.6,1.0,3.9,0.3
COC(=O)c1ccc(CNC(=O)c2ccc(COc3ccccc3)cc2)cc1,-13.7,26.1*,20.4,-4.6,1.2,-2.3,-2.0,4.2,0.3
COC(=O)[C@]1(Cc2ccccc2)N[C@H](CN(C)C(=O)Nc2ccc(OC)cc2)[C@@H]2C(=O)N(C)C(=O)[C@@H]21,-1.1,nt,nt,0.9,nt,-0.6,nt,10.3,nt
COc1ccc(-c2csc(NC(=O)c3ccccc3NS(=O)(=O)c3ccc(F)c(F)c3)n2)cc1,19.8,27.2*,22.4,-3.0,-1.1,-1.8,0.9,-2.3,11.7*
CC1CCc2nn(CC(=O)NCCCN3CCCC3=O)cc2C1 (stereo not given),-9.4,-3.2,-4.4,0.2,-3.0,16.1,2.3,-0.3,-2.8
CCOC(=O)C1(Cc2ccccc2)CCCN(Cc2ccccn2)C1 (stereo not given),-0.8,-5.2,5.9,1.1,0.7,7.3,-0.4,3.7,0.8
Cc1cc(-c2ccc(C)c(S(=O)(=O)NCc3cccc(Br)c3)c2)on1,-2.4,11.4,3.3,1.5,-2.7,8.3,3.4,16.7,4.4
O=C(CCNc1ccccc1)c1ccc2c(c1)OCO2,-1.1,3.8,-3.6,6.7,-5.8,-7.6,-3.0,-12.2,0.9
Cn1nccc1C(=O)N1CCCC(N2CCN(c3cccc(C(F)(F)F)c3)CC2)C1 (stereo not given),0.4,1.2,6.2,1.6,-1.0,8.0,2.8,13.8,2.2
CNC(=S)Nc1ccc([N+](=O)[O-])cc1,0.6,0.8,0.7,2.1,3.0,0.3,-0.8,4.3,1.8
CC(=O)Oc1ccc(C(=O)Nc2ccccc2C(=O)NCC(C)C)cc1,7.7,0.5,-5.7,2.5,-2.7,-2.8,-12.6,9.1,2.6
COc1cccc(OC)c1C(=O)Nn1c(-c2cccc(C)c2)nc2ccccc2c1=O,1.3,-3.5,4.1,-1.0,-3.9,7.0,0.3,1.1,1.9
Cc1c(NC(=O)C2CCCCN2S(=O)(=O)c2ccc(Cl)cc2)c(=O)n(-c2ccccc2)n1C (stereo not given),-1.2,-0.8,-2.3,-1.7,-1.1,17.3,-1.9,9.2,2.2
COc1ccc(-n2cnc3cc(C(=O)NCCN4CCOCC4)ccc32)cc1,9.1,5.1,-8.6,3.0,-3.6,7.0,-6.7,6.6,1.5
NNC(=O)CN1C(c2ccccc2Br)=Nc2ccc(Br)cc2C1c1ccccc1 (stereo not given),-1.4,6.9,10.1,7.2,0.0,0.4,-0.9,1.0,2.9
COc1ccc2[nH]c3c(=S)nc[nH]c3c2c1,3.2,-3.0,12.3,22.9,-2.3,-2.3,3.3,-7.3,-1.3
CCC(C)[C@H](NC(=O)NCc1cccc(OC)c1)C(=O)O (stereo not given in full),-6.4,-4.5,1.0,-3.4,4.0,-3.5,1.5,2.6,2.1
Cc1ccc(C(=O)NC(=S)Nc2ccc(CN3CCCCC3)cc2)c(C)c1,-2.9,-2.6,-2.8,-0.1,-2.9,-11.0,-1.5,-0.5,-0.1
C=CCNC(=O)NC(=O)COC(=O)c1ccccc1Sc1ccc(C(F)(F)F)cc1[N+](=O)[O-],4.8,2.2,8.0,-2.4,-0.1,-7.3,5.6,5.5,3.2
COc1ccc(CCNC(=O)CCN2C(=O)COc3ccccc32)cc1OC,6.9,-0.4,-3.6,84.8*,-2.8,1.4,-4.7,-8.0,-0.6
CN(C)c1ccc(C2CC(=O)NC3=C2C(=O)CC(C)(C)C3)cc1 (stereo not given),-0.3,-2.4,-1.8,-0.4,-2.4,-5.4,2.6,-4.7,0.9
CCN(C(=O)COc1ccc2ccc(=O)oc2c1)C1CCCCC1,-0.4,nt,nt,1.6,nt,-5.8,nt,13.8,nt
C=CCn1c(-c2ccccc2)n[nH]c1=S,2.5,1.1,-8.9,2.6,1.5,-14.5,-2.5,-0.7,0.3
COc1ccc(Sc2nc(-c3ccccn3)ncc2OC)cc1,8.1,57.0*,2.6,-0.8,-3.7,1.0,1.9,-1.7,6.2
COc1ccc(Nc2cc(Nc3cccc(OC)c3)ncn2)cc1,9.9,3.9,2.2,10.8,6.1,-11.2,1.4,-9.4,1.4
CC(=Nc1cc(C(=O)c2ccccc2)ccc1N)C1=C(O)CC(C)(C)CC1=O,6.8,3.1,-6.4,0.3,-2.6,-4.6,2.3,-11.2,3.8

# Given as tab-separated lines: entries from further up
Compound	PAFAH2 FP inh	PP1 inh	core dimer inh	AHR activator	TPT1 inhibitor	procasp3 activ	CTSL1 counter	proCasp7 act	PP5 primary
Cc1c(NC(=O)C2CCCCN2S(=O)(=O)c2ccc(Cl)cc2)c(=O)n(-c2ccccc2)n1C (stereo not given)	-1.2	-0.8	-2.3	-1.7	-1.1	17.3	-1.9	9.2	2.2
COc1ccc(-n2cnc3cc(C(=O)NCCN4CCOCC4)ccc32)cc1	9.1	5.1	-8.6	3.0	-3.6	7.0	-6.7	6.6	1.5
NNC(=O)CN1C(c2ccccc2Br)=Nc2ccc(Br)cc2C1c1ccccc1 (stereo not given)	-1.4	6.9	10.1	7.2	0.0	0.4	-0.9	1.0	2.9
COc1ccc2[nH]c3c(=S)nc[nH]c3c2c1	3.2	-3.0	12.3	22.9	-2.3	-2.3	3.3	-7.3	-1.3
CCC(C)[C@H](NC(=O)NCc1cccc(OC)c1)C(=O)O (stereo not given in full)	-6.4	-4.5	1.0	-3.4	4.0	-3.5	1.5	2.6	2.1
Cc1ccc(C(=O)NC(=S)Nc2ccc(CN3CCCCC3)cc2)c(C)c1	-2.9	-2.6	-2.8	-0.1	-2.9	-11.0	-1.5	-0.5	-0.1
C=CCNC(=O)NC(=O)COC(=O)c1ccccc1Sc1ccc(C(F)(F)F)cc1[N+](=O)[O-]	4.8	2.2	8.0	-2.4	-0.1	-7.3	5.6	5.5	3.2
COc1ccc(CCNC(=O)CCN2C(=O)COc3ccccc32)cc1OC	6.9	-0.4	-3.6	84.8*	-2.8	1.4	-4.7	-8.0	-0.6
CN(C)c1ccc(C2CC(=O)NC3=C2C(=O)CC(C)(C)C3)cc1 (stereo not given)	-0.3	-2.4	-1.8	-0.4	-2.4	-5.4	2.6	-4.7	0.9
CCN(C(=O)COc1ccc2ccc(=O)oc2c1)C1CCCCC1	-0.4	nt	nt	1.6	nt	-5.8	nt	13.8	nt
C=CCn1c(-c2ccccc2)n[nH]c1=S	2.5	1.1	-8.9	2.6	1.5	-14.5	-2.5	-0.7	0.3
COc1ccc(Sc2nc(-c3ccccn3)ncc2OC)cc1	8.1	57.0*	2.6	-0.8	-3.7	1.0	1.9	-1.7	6.2
